Screening data deposited in PubChem BioAssay by several laboratories.
Hsp70 activator – Hsp70 transcriptional activation, primary screen | 0.04% of 200,000 active | activation, % at 10 µM | HeLa Hsp70 promoter luciferase reporter, luminescence; scaled: vehicle 0, proteasome-inhibitor control 100%;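 active = activation above the mean across all tested compounds plus 3 SD, cutoff set per campaign, cut at about 5.5% in these data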;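 also: 100% = MG132 at 30 µM as the positive control and 0% = DMSO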
STAT3 act – STAT3 signaling activation. U3A cells, IL-6 STAT3-luciferase reporter, luminescence; 100% = signal with IL-6 EC80 alone. activation (% of control), % at 5.6 µM. 0.91% of 190,000 active;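 active = activation above the screen-wide mean of compound activation plus 3 SD, cut at about 130% in these data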;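 also: 0% = background luminescence of wells with medium and substrate only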
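Test system: STAT3-luciferase reporter U3A cells; Detection: reporter luminescence signal; Times: 1 h compound pre-exposure, 6 h IL-6 stimulation, 37 °C; Benchmarks: IL-6-only high control; Also added: IL-6 stimulus at 33 ng/mL final.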
HMGR II inh – blocks class II HMG-CoA reductase of Enterococcus faecalis. purified E. faecalis HMGR, NADPH absorbance 340 nm kinetic. inhibition, % at 10 µM. 0.41% of 190,000 active. AID 1066;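 active = inhibition above a set limit, the median over all tested compounds plus 3 SD, cut at about 9.5% in these data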;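 also: enzyme runs in reverse so mevalonate oxidation gives rising NADPH absorbance; 0% = complete reaction with DMSO and 100% = background rate lacking mevalonate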
TLR4-MyD88 BLA – inhibitors of human TLR4-MyD88 binding | O00206+Q99836 | HeLa CL3-4 TLR4/MyD88 BLA complementation, FRET ratio | inhibition, % at 8.4 µM | 0.18% of 200,000 active | AID 861; in the data active = inhibition above about 25%;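 also: 0% = vehicle and 100% = reference inhibitor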
Target sequence (O00206 whole entry, looked up): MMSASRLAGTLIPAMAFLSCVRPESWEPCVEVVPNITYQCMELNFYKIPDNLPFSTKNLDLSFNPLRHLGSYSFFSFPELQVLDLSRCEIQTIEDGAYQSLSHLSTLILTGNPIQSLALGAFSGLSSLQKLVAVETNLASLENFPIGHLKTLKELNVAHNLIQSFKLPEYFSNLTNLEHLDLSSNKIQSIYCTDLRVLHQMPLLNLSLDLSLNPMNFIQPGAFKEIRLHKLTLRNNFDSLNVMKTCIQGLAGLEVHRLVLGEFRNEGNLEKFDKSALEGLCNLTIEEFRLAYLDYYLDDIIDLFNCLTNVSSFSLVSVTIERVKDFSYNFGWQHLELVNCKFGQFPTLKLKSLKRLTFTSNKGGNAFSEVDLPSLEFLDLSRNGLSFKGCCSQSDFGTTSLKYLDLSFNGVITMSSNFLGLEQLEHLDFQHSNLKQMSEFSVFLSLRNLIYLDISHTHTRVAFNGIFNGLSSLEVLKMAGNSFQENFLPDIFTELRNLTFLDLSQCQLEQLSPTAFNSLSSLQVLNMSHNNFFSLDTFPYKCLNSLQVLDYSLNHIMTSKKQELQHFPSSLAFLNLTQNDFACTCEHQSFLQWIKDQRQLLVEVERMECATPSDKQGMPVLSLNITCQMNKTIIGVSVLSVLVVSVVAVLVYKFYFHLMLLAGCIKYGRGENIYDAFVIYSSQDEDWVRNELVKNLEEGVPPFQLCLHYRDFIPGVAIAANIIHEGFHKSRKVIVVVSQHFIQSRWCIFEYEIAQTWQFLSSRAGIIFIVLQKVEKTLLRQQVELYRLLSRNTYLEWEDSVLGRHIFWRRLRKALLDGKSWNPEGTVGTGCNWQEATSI
Target sequence (Q99836 whole entry, looked up): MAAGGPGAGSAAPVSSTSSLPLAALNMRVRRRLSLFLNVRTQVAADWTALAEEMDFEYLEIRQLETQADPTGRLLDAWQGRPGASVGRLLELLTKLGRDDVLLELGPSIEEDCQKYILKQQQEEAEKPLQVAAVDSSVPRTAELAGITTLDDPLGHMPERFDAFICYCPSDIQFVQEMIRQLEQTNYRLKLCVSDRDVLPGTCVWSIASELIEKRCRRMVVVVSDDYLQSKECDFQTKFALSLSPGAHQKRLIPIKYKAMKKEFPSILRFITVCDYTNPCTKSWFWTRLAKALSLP
STAT1 blocker – inhibitors of IFN-gamma induced STAT1 signaling | 0.35% of 200,000 active | NIH 3T3 STAT1-luciferase reporter, luminescence | inhibition, % at 5.5 µM;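 active = inhibition above a set limit, the mean inhibition across all tested compounds plus 3 SD, cut at about 34% in these data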;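 also: 0% = IFN-gamma with DMSO and 100% = IFN-gamma with 300 µM nifuroxazide; values of inactives mirror those of a sister screen read the other way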
STAT1 act – STAT1 signaling activation; AID 932; NIH 3T3 STAT1-luciferase reporter, IFN-gamma, luminescence; 100% = IFN-gamma alone, no compound; 2.6% of 200,000 active; activation (% of control), % at 5.5 µM;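 active = activation above the screen-wide mean activation plus 3 SD, cut at about 130% in these data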;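 also: raw ratio to IFN-gamma control signal so 100% means no change and 0% no light; values of inactives mirror those of a sister screen read the other way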
Redox H2O2 prof – compounds producing H2O2 with reducing agent – biochemical, NIH compound library profiling, artefact control for MLSCN library redox annotation, primary screen; AID 878; activation, % at 10 µM; DTT-dependent redox cycling H2O2, phenol red/HRP absorbance; 100% = 100 µM peroxide control, 0% = buffer; 0.03% of 200,000 active;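 active = activation of at least 50% relative to the plate's high and low controls in the primary single-dose screen; inactive = activation below 50%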;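 also: compound incubated with DTT at 0.8 mM final as the reducing agent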
APP 5'UTR act – APP 5'UTR luciferase reporter activation; AID 1276; activation, % at 2 µM; 1% of 190,000 active; SH-SY5Y APP 5'UTR luciferase reporter, luminescence; zero percent = DMSO vehicle wells;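 active = activation above a set limit, based on mean plus 3 SD of controls, cut at about 140% in these data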; also: values of inactives mirror those of a sister screen read the other way
NF-kB expr up – NF-kB expression increase, human neuronal cells | AID 1239 | fold change at 12.5 µM | NF-kB reporter expression; active compounds read high | 1.6% of 190,000 active; in the data active = fold change above about 3.3
STAT3 inh – reduces IL-6 driven STAT3 reporter signal. U3A cells, IL-6 STAT3-luciferase reporter, luminescence; host cell line lacks STAT1. inhibition, % at 5.5 µM. 0.89% of 190,000 active. AID 862;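 active = inhibition above the mean inhibition across all screened compounds plus 3 SD, cut at about 44% in these data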;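 also: 0% = DMSO only wells and 100% = 100 µM nifuroxazide control wells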
Active calls of the source: *; / = no result given.

SMILES | Hsp70 activator | STAT3 act | HMGR II inh | TLR4-MyD88 BLA | STAT1 blocker | STAT1 act | Redox H2O2 prof | APP 5'UTR act | NF-kB expr up | STAT3 inh
CC(C)(C)C(=O)Nc1cc(S(=O)(=O)N2CCCCC2)ccc1N1CCCCC1 | -0.4 | 111 | -3 | -5 | -4 | 102 | -0.6 | 16 | 0.83 | -11
COc1ccccc1C(=O)NCCC(=O)N1CC(=O)Nc2ccccc21 | 0.0 | 103 | -3 | 6 | -12 | 111 | -3.7 | 5 | 1.1 | 1
COc1ccc(C2C(C(=O)N3CCC(C(N)=O)CC3)CC(=O)N2c2ccc(OC)cc2)cc1 (configuration not stated) | -0.3 | 98 | 4 | 5 | 0 | 100 | -0.3 | 20 | 0.92 | 4
CCOc1cccc(SCc2noc(C(=O)NCC3CCCO3)c2C(=O)O)c1 (configuration not stated) | 0.5 | 107 | -2 | 12 | 2 | 99 | -12 | -11 | 0.96 | -8
Cc1ccc(S(=O)(=O)Cc2ccc(C(=O)NCc3ccc4c(c3)OCO4)o2)cc1 | -0.4 | 103 | 5 | -6 | 20 | 82 | -3.5 | -1 | 0.93 | 0
O=C(O)c1cccc(Cn2cc(Cl)cn2)c1 | -0.4 | 95 | / | 5 | -6 | 105 | 1.6 | 7 | 1 | 8
Cc1cc(=O)n2ccccc2c1C#N | -0.2 | 92 | -5 | 11 | 3 | 95 | 0.1 | 18 | 0.91 | 11
O=C(COC(=O)/C=C/c1ccc(OC(F)F)cc1)NCCN1C(=O)CSC1=O | 0.0 | 94 | -10 | 2 | -1 | 98 | -0.2 | 1 | 0.92 | 12
CCN(CC)C(=O)Cn1cc(SCC(=O)NC2CCCC2)c2ccccc21 | 0.0 | 92 | -1 | 1 | -2 | 102 | 0.1 | 7 | 1.2 | 16
C/C(=N\NC(=O)CSCc1cccc(Br)c1)c1ccc([N+](=O)[O-])cc1 | -0.3 | 94 | 2 | 0 | 4 | 97 | 2.6 | -12 | 1.1 | 13
CCCCNC(=O)CCNS(=O)(=O)c1ccc(Br)cc1 | -0.1 | 102 | -1 | -8 | 6 | 94 | -4.1 | 6 | 1 | 2
Cc1cc(C)c(C#N)c(SCCS(=O)(=O)Cc2ccc(Cl)cc2)n1 | 0.2 | 100 | -6 | 6 | 0 | 100 | 0.0 | 21 | 1.4 | 2
CC1(C)CC(=O)C(C=Nc2ccc3cn[nH]c3c2)=C(O)C1 | -0.5 | 133 | 0 | -5 | -6 | 105 | -0.5 | -8 | 0.92 | -33
CC(=O)Nc1ccc(NC(=O)[C@@H]2CCCN2S(=O)(=O)c2ccc3c(c2)OCCO3)cc1 | -0.4 | 104 | -2 | -10 | 1 | 97 | -0.2 | -4 | 1.4 | -4
CCN1CCN(C(=O)/C=C/c2c(F)cccc2Cl)CC1 | -0.4 | 99 | -3 | -6 | 5 | 97 | -0.5 | 0 | 1.1 | -1
CSc1nc2ccc(NS(=O)(=O)c3ccccc3F)cc2s1 | -0.2 | 102 | -1 | -9 | -12 | 110 | -0.2 | 4 | 1.1 | -2
N=C1S/C(=C\c2ccc(-c3ccccc3C(=O)O)o2)C(=O)N1c1ccc2c(c1)OCO2 | -0.5 | 107 | -3 | 7 | 6 | 94 | -0.2 | 20 | 0.84 | 5
COc1c2c(nc3occc13)C(CCC(C)(C)O)(OC)C(O)CC2 (configuration not stated) | -0.4 | 102 | 0 | 5 | -6 | 105 | 0.5 | 5 | 1 | 7
N#C/C(C(=O)N1CCOCC1)=C1\Nc2ccccc2S1 | 0.4 | 88 | -1 | -12 | -14 | 113 | 3.0 | 2 | 1.5 | 17
O=C(Cc1cccs1)NNC(=S)NC(=O)c1ccc(F)c(F)c1 | -0.1 | 103 | 2 | -3 | 0 | 100 | 0.6 | 4 | 1.1 | -5
CCOCCCNC(=O)c1ccc(N2CCOCC2)c(NS(=O)(=O)c2ccc(OC)cc2)c1 | 0.0 | 107 | 1 | 4 | -6 | 103 | 0.8 | -3 | 1.2 | -4
CC(C(=O)Nc1cccc(S(=O)(=O)N2CCOCC2)c1)N1CCN(C/C=C/c2ccccc2)CC1 (configuration not stated) | -0.3 | 99 | -3 | 0 | 7 | 92 | 0.6 | 2 | 1 | 3
CN(C)c1ccc(-c2noc(C3CCN(S(=O)(=O)c4cccc(C(=O)O)c4)CC3)n2)cc1 | -0.2 | 87 | -1 | -3 | -3 | 103 | 3.2 | 6 | 1.2 | 19
Cc1cc(C(=O)N2CCN(C/C=C/c3ccccc3)CC2)no1 | -0.2 | 98 | -1 | 2 | 1 | 91 | 0.2 | -1 | 1.1 | 4
O=C(C1CCN(Cc2ccc(F)cc2)CC1)N(CCO)Cc1ccccc1 | -0.2 | 100 | -1 | 1 | -1 | 101 | 0.3 | 7 | 0.94 | 3

2 entries from above in a different format.
> CCOc1cccc(SCc2noc(C(=O)NCC3CCCO3)c2C(=O)O)c1 (configuration not stated)
  Hsp70 activator = 0.5 | STAT3 act = 107 | HMGR II inh = -2 | TLR4-MyD88 BLA = 12 | STAT1 blocker = 2 | STAT1 act = 99 | Redox H2O2 prof = -12 | APP 5'UTR act = -11 | NF-kB expr up = 0.96 | STAT3 inh = -8

> Cc1ccc(S(=O)(=O)Cc2ccc(C(=O)NCc3ccc4c(c3)OCO4)o2)cc1
  Hsp70 activator = -0.4 | STAT3 act = 103 | HMGR II inh = 5 | TLR4-MyD88 BLA = -6 | STAT1 blocker = 20 | STAT1 act = 82 | Redox H2O2 prof = -3.5 | APP 5'UTR act = -1 | NF-kB expr up = 0.93 | STAT3 inh = 0

Back to the main list, starting 4 compounds before the break.
SMILES | Hsp70 activator | STAT3 act | HMGR II inh | TLR4-MyD88 BLA | STAT1 blocker | STAT1 act | Redox H2O2 prof | APP 5'UTR act | NF-kB expr up | STAT3 inh
CC(C(=O)Nc1cccc(S(=O)(=O)N2CCOCC2)c1)N1CCN(C/C=C/c2ccccc2)CC1 (configuration not stated) | -0.3 | 99 | -3 | 0 | 7 | 92 | 0.6 | 2 | 1 | 3
CN(C)c1ccc(-c2noc(C3CCN(S(=O)(=O)c4cccc(C(=O)O)c4)CC3)n2)cc1 | -0.2 | 87 | -1 | -3 | -3 | 103 | 3.2 | 6 | 1.2 | 19
Cc1cc(C(=O)N2CCN(C/C=C/c3ccccc3)CC2)no1 | -0.2 | 98 | -1 | 2 | 1 | 91 | 0.2 | -1 | 1.1 | 4
O=C(C1CCN(Cc2ccc(F)cc2)CC1)N(CCO)Cc1ccccc1 | -0.2 | 100 | -1 | 1 | -1 | 101 | 0.3 | 7 | 0.94 | 3
COc1ccc(S(=O)(=O)Nc2nc3ccccc3nc2Nc2ccc3c(c2)OCO3)cc1 | 0.0 | 93 | 0 | -6 | 7 | 94 | -0.1 | -34 | 1.3 | 7
Cc1c(Br)c(=O)oc2c(C)c(O)ccc12 | -0.3 | 87 | 0 | -6 | -3 | 102 | 0.1 | -9 | 0.88 | 19
CCN(CC)CCCN1C(=O)C(O)=C(C(=O)c2ccc(C)o2)C1c1ccco1 (configuration not stated) | 0.0 | 103 | / | -19 | 7 | 94 | 3.0 | -8 | / | 1
Cc1cc(C)n(CC(O)Cn2c3ccc(Cl)cc3c3cc(Cl)ccc32)c(=O)n1 (configuration not stated) | 0.2 | 102 | -5 | -6 | -3 | 102 | 0.2 | 0 | 0.56 | 2
CCCCCCNS(=O)(=O)c1ccc(Cl)s1 | 0.0 | 102 | -2 | -8 | 2 | 98 | 2.0 | 7 | 1.2 | 1
Cc1ccc(NC(=O)c2cncc(Br)c2)cc1S(=O)(=O)N(C)C | -0.1 | 117 | 0 | -10 | -40 | 136* | 0.3 | 71 | 1.9 | -23
O=C1OCCC1Sc1nnc(-c2ccccc2)o1 (configuration not stated) | 0.2 | 101 | -2 | -2 | 4 | 96 | 0.7 | 3 | 0.88 | 4
CN(CCc1ccccn1)C(=O)Nc1ccc(F)cc1 | -0.3 | 99 | 4 | 0 | 4 | 97 | -0.9 | 5 | 1.3 | 5
O=C(Cn1cnc2ccc(Br)cc2c1=O)c1cccs1 | 0.6 | 100 | -2 | -1 | -5 | 104 | -8.0 | 26 | 1.4 | 2
CCCCCCCc1c(C)nc(N2CCOCC2)[nH]c1=O | -0.3 | 96 | -1 | 13 | 0 | 100 | 0.1 | 15 | 1.4 | 10
COc1ccc(Cc2nnc(-c3ccccc3)o2)cc1 | 0.0 | 102 | -2 | -1 | -24 | 121 | -0.2 | 14 | 1.5 | 10
Cc1cccc(-c2noc(-c3ccoc3C)n2)c1 | 0.4 | 100 | 0 | 0 | -53 | 150* | -0.1 | 105 | 2.1 | 0
c1ccc(Cc2cc[n+](Cc3ccccc3)cc2)cc1 | -0.1 | 93 | 1 | -5 | -6 | 105 | -1.0 | 12 | 0.83 | 10
CC(C)Cn1c(N2CCN(CC(=O)Nc3ccc(Cl)cc3)CC2)nc2ccccc21 | -0.4 | 98 | 0 | 0 | -1 | 99 | -0.3 | -1 | 1.1 | 4
O=C(NC1CC1)C1=C[C@@H](C2CCCCC2)C[C@@H](OCc2ccc(CO)cc2)O1 | 0.0 | / | 1 | -5 | 6 | 96 | 0.5 | 9 | 0.95 | /
CCN(CC(=O)NCc1ccc(F)cc1)C(=O)/C=C/c1ccco1 | -0.2 | 107 | 0 | -11 | 4 | 95 | -0.4 | -11 | 1.3 | -6
COC(=O)c1cc(-c2ccc(OC)c(OC)c2)n[nH]1 | -0.4 | 102 | -1 | -9 | 1 | 99 | 0.1 | -13 | 0.81 | -4
CC(=O)c1ccc(-n2c(SCC(=O)c3c[nH]c4ccccc34)nc3ccccc3c2=O)cc1 | -0.4 | 88 | -12 | -1 | 16 | 86 | 0.2 | -7 | 1.1 | 11
CCOC(=O)C1CCN(C(=O)c2ccccc2N(C)S(C)(=O)=O)CC1 | -0.5 | 100 | 0 | 7 | 0 | 100 | 1.6 | 0 | 0.95 | 1
O=C(Nc1cccnc1)C1=NN(C2CCS(=O)(=O)C2)C(=O)CC1 (configuration not stated) | -0.3 | 100 | -11 | -5 | 3 | 96 | -1.1 | -2 | 1.1 | 3
Cc1cc(C)c(S(=O)(=O)Cc2ccccc2)c(=O)[nH]1 | 0.2 | 88 | -2 | -6 | 0 | 98 | 0.7 | 6 | 1.1 | 19
O=C(CCS(=O)(=O)c1cccs1)N1CCN(c2ccc(F)cc2)CC1 | -0.2 | 108 | -2 | 1 | -12 | 111 | 0.2 | 32 | 1.4 | -4
COc1ccccc1NC1=NCC(=O)N1Cc1ccccc1 | -0.2 | 97 | -3 | -23 | 2 | 99 | 0.0 | 5 | 0.91 | 11
CN(C)CCNC(=O)C1CCCNC1=O (configuration not stated) | -0.1 | 104 | 3 | -1 | 7 | 94 | 1.7 | -3 | 1 | 0
COc1ccc(C[C@H]2CN3C(=NC[C@@H]3C(C)C)N2CCNC(=O)c2ccc(C)c(Br)c2)cc1 | -0.3 | / | -5 | -2 | 20 | 83 | -0.1 | -1 | 0.97 | /
Cc1ccc(-c2csc(NNC(=O)c3ccccc3)n2)cc1 | -0.1 | 101 | -7 | -15 | -2 | 102 | 0.4 | 4 | 0.64 | -1
Cc1ccc(-c2nnn(CC(=O)NCCc3ccc4c(c3)OCO4)n2)cc1 | 0.5 | 101 | 7 | -1 | -8 | 105 | -2.2 | 5 | 0.94 | 0
COc1ccccc1N1CCN(C(=S)Nc2ccc(S(=O)(=O)N3CCOCC3)cc2)CC1 | -0.1 | 76 | -2 | -12 | 13 | 87 | -1.1 | -3 | 1 | 32
